HBB splicing: qHTS Assay for Modulators of Hemoglobin Beta Chain Splicing; HBB splicing reporter cell assay, activation; EGFP reporter with mutant IVS2-654 intron; response scale: normalised to 500 nM splice-correcting PNA; Potency, µM (series often up to 46.1 µM), for the others: at the top dose activation, hits mostly activators; 65,000 tested, 0.06% active; AID 925, 2007; also: potency is read from the fitted curve at half-maximal effect; 0% is about no effect
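HeLa cells stably expressing EGFP interrupted by mutant beta-globin intron 2 (IVS2-654), 500/well in 2% FCS. Treated with compound for 2 days at 37C. Splicing correction scored as total well GFP intensity (488 nm excitation, 500-520 nm emission); 500 nM antisense PNA served as control.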
Rhodamine fluor: qHTS Assay for Spectroscopic Profiling in Rhodamine Spectral Region. max dye-equivalent concentration, M. 59,000 tested, 0.05% active. Rhodamine-region fluorescence, 547/598 nm, Tris buffer; stronger effect = higher value. AID 594, 2007; in the data active = max dye-equivalent concentration above about 11 nM; inconclusive = between about 1.1 nM and that limit
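Compound fluorescence in 100 mM Tris, pH 8.0, read after 15 min at room temperature with 547 nm excitation and 598 nm emission. Output is dye-equivalent concentration from an on-plate rhodamine standard series.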
TexasRed autofl: qHTS Assay for Spectroscopic Profiling in Texas Red Spectral Region; max dye-equivalent concentration, M; 59,000 tested, 0.06% active; Compound fluorescence, Texas Red channel, 547/618 nm; stronger effect = higher value; in the data active = max dye-equivalent concentration above about 10 nM; inconclusive = between about 1.1 nM and that limit
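qHTS profiling of intrinsic compound fluorescence; 100 mM Tris pH 8.0; 15 min RT; ex 547 / em 618 nm; response expressed as Texas Red dye-equivalent concentration from six-point plate standard.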
Tau filament bind: qHTS Assay for Tau Filament Binding; Microtubule-associated protein tau (Homo sapiens), P10636; recombinant tau filaments, thioflavin S fluorescence, 15 h; filaments grown with octadecylsulfate alongside compound; Potency, µM (top dose mostly 57.1 µM), for the others: top-dose activity change, negative = inhibition; 71,000 tested, 2% active;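 also: potency is read from the fitted curve at half-maximal effect; % is scaled to controls: 0 for no effect and ±100 for the full control effect; actives lower thioflavin S fluorescence by blocking filaments or displacing dye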
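His-tagged recombinant human tau (exons 2, 3 and 10 included), 1 uM, was induced to fibrillize by 30 uM sodium octadecylsulfate with compound present. After 15 h at 37 C, thioflavine S fluorescence (ex 450, em 510 nm) was read.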
ERK AVP inh: qHTS Assay for Inhibitors of the ERK Signaling Pathway using a Homogeneous Screening Assay; AID 995, 2007; 72,000 tested, 0.99% active; Potency, µM (top dose mostly 57.5 µM), inactives show at the highest dose activity, negative = inhibition, most hits filed as inhibitors; HEK293-V1b, vasopressin-stimulated pERK AlphaScreen; also: potency is read from the fitted curve at half-maximal effect; % is scaled to controls: 0 for no effect and ±100 for the full control effect; nearly all actives have a fitted effect of over 55% in size
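Phosphorylated ERK1/2 detected via AlphaScreen bead proximity in lysates of V1b-expressing HEK293 cells given 25 nM vasopressin for 5 min after 30 min compound exposure (37 °C). AC50 from Hill equation; basal DMSO 0%, vasopressin 100%.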
DNA Pol III inh: qHTS Assay for Inhibitors of DNA Polymerase III Holoenzyme System | AID 603, 2007 | 71,000 tested, 0.25% active | reconstituted DNA polymerase III holoenzyme replication, biochemical | Potency, µM (highest dose often 57.1 µM), for the others: at the top dose activity change, negative = inhibition; also: potency is read from the fitted curve at half-maximal effect; % is scaled to controls: 0 for no effect and ±100 for the full control effect
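Reconstituted *E. coli* holoenzyme (0.35 nM Pol III, 1 nM beta, 154 nM SSB, 2 nM primase) was preincubated with compound for 15 min at RT. Synthesis on 1.4 nM ssM13Gori ran 35 min, then was stopped with PicoGreen/EDTA and read as dsDNA fluorescence.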
Hsp90 Hop PPI: qHTS Assay for Disrupters of an Hsp90 Co-Chaperone Interaction. AlphaScreen TPR2A-His6 binding biotin-Hsp90 C-terminal peptide. Hsp90 C-terminal peptide / TPR2A (Hop) interaction, human. 71,000 tested, 0.44% active. Potency, µM (top dose mostly 57 µM), for inactives: at the top dose activity change, negative = inhibition. AID 595, 2007; active = well fitted curve in either direction with a large enough effect; inconclusive = small, poorly fitted or top-dose-only effect, or another doubt; also: potency is read from the fitted curve at half-maximal effect; % is scaled to controls: 0 for no effect and ±100 for the full control effect; many of its hits are not listed in these tables
Luciferase inh: qHTS Assay for Inhibitors of Firefly Luciferase; purified firefly luciferase, luminescence, 8 min; Potency, µM (doses to about 57.1 µM), without a hit: top-dose activity change, negative = inhibition, usual class: inhibitors; 72,000 tested, 2.2% active; AID 411, 2009; also: potency is read from the fitted curve at half-maximal effect; % is scaled to controls: 0 for no effect and ±100 for the full control effect; nearly all actives have a fitted effect of over 40% in size
Target sequence (P08659 whole entry, looked up): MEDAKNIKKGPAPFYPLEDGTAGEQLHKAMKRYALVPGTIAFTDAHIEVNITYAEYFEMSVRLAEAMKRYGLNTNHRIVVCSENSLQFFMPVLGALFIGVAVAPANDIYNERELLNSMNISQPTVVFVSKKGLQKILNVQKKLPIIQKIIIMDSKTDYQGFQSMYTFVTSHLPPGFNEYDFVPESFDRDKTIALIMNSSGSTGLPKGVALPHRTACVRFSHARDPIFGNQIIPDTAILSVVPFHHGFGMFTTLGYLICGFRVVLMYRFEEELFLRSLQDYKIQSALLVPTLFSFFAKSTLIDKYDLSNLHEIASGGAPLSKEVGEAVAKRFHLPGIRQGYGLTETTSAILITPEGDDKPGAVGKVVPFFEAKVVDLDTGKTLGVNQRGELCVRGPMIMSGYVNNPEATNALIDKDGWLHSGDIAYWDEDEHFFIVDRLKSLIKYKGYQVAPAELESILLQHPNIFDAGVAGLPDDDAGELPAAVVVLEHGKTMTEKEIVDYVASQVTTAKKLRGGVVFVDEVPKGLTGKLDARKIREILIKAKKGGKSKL
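Substrate buffer containing 10 uM ATP (pH 7.2 imidazole, Mg2+, KCl, detergent, BSA) is dispensed, compound pinned in, then luciferase/luciferin detector mix added. After 8 min at ambient temperature, light output is measured.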
HADH2 inh: qHTS Assay for Inhibitors of HADH2 (Hydroxyacyl-Coenzyme A Dehydrogenase, Type II); 3-hydroxyacyl-CoA dehydrogenase type-2 (Homo sapiens), Q99714; Potency, µM (series often up to 57.1 µM), for inactives: at the highest dose activity change, negative = inhibition, hits mostly inhibitors; AID 886, 2007; 73,000 tested, 3.4% active; recombinant HADH2, NADH fluorescence, beta-hydroxybutyryl-CoA; also: potency is read from the fitted curve at half-maximal effect; % is scaled to controls: 0 for no effect and ±100 for the full control effect; nearly all actives have a fitted effect of over 60% in size; many of its hits are not listed in these tables
Target sequence (Q99714 whole entry, looked up, one chain of several): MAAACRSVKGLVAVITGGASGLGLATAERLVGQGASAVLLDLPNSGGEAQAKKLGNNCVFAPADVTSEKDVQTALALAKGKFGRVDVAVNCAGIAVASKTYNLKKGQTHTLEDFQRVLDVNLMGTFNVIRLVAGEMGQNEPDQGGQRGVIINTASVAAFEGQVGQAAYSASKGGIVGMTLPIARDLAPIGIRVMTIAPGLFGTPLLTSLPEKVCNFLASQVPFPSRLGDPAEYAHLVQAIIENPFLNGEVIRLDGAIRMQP
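Read-out: 360 nm excitation, 450 nm emission, kinetic over 4 min. Conditions: His-tagged human HADH2 20 nM, pH 9.0 Tris with Tween-20, 1 mM NAD+, 90 uM beta-hydroxybutyryl-CoA.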
ALOX15 inhib: qHTS Assay for Inhibitors of 15-hLO (15-human lipoxygenase) | Polyunsaturated fatty acid lipoxygenase ALOX15 (Homo sapiens), P16050 | AID 887, 2007 | Potency, µM (titrated, usually from 57.1 µM), without a hit: at the highest dose activity change, negative = inhibition, actives largely listed as inhibitors | 74,000 tested, 1.4% active | purified 15hLO-1, xylenol orange hydroperoxide absorbance; also: potency is read from the fitted curve at half-maximal effect; % is scaled to controls: 0 for no effect and ±100 for the full control effect; nearly all actives have a fitted effect of over 55% in size
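40 nM 15hLO-1 + cpd, 15 min RT; start w/ 50 uM AA (final), 6 min RT; stop/detect w/ 200 uM XO + 300 uM Fe(II) in 50 mM H2SO4, 30 min; A573/A405. Buffer 25 mM Hepes pH 7.5, 0.01% Triton X-100. No-enzyme wells as negative control.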
CRE Fsk mod: Cell signaling CRE-BLA (Fsk stim). CHO CRE-bla reporter (cAMP response element driving beta-lactamase), forskolin EC10, beta-lactamase ratio. Potency, µM (top dose mostly 38.2 µM), for the others: at the top dose activity change, negative = inhibition, usual class: activators. 71,000 tested, 2.5% active; active = well fitted activation curve with a large enough effect in the signal ratio, with a control signal flat, not every such curve was filed as active; inconclusive = small, poorly fitted or top-dose-only effect, or effect the other way, or a change in a side signal; the % refers to the signal ratio; also: potency is read from the fitted curve at half-maximal effect; % of control where 0% means no effect
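Beta-lactamase reporter under a cAMP responsive element in CHO cells; compounds tested in titration series against EC10 NKH 477, 3 h at 37 °C. Read-out: CCF4 FRET ratio 460nm/530nm (excitation 405nm) giving %Activity, fitted to AC50.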
Numbers without * were called inactive; [ ] = another dose, or the depositor's remark. Unless noted, calls follow the shape of the dose curve; as a rule, active = well fitted curve in the direction sought with a large enough effect; inconclusive = small, poorly fitted or top-dose-only effect, or another doubt; inactive = no such curve, though single readings can be large; an effect the other way counts as inactive or inconclusive. These rows are one share of the data (hit frequency here may not be typical).

What do the screens show for `Cc1ccc(C)c(N2CCN(CCCNC(=O)Cn3cc4c(n3)CCCCC4)CC2)c1`?
HBB splicing: -1.6%; Tau filament bind: 68%; ERK AVP inh: -13%; DNA Pol III inh: 3%; Hsp90 Hop PPI: -5%; Luciferase inh: -1%; HADH2 inh: -3%; ALOX15 inhib: -10%; CRE Fsk mod: -23%

What do the screens show for `CCc1c(C)sc(NC(=O)c2cc(-c3cc(OC)ccc3OC)on2)c1C#N`?
HBB splicing: -1.7%; Rhodamine fluor: inactive; TexasRed autofl: inactive; Tau filament bind: 9%; ERK AVP inh: -22%; DNA Pol III inh: 1%; Hsp90 Hop PPI: 3%; Luciferase inh: 2%; HADH2 inh: inconclusive; ALOX15 inhib: -15%; CRE Fsk mod: inconclusive

Results for CCn1c(=O)c2c(nc(SCc3ccccn3)n2C)n(C)c1=O ?
HBB splicing: -3.8%; Rhodamine fluor: inactive; TexasRed autofl: inconclusive; Tau filament bind: 13%; ERK AVP inh: -6%; DNA Pol III inh: -3%; Hsp90 Hop PPI: -4%; Luciferase inh: 2%; HADH2 inh: -2%; ALOX15 inhib: 1%; CRE Fsk mod: inconclusive

How did O=C(c1cc(C(F)(F)F)cc(C(F)(F)F)c1)N1CCC2(CCCN(c3ccncc3)C2)CC1 do in these assays?
HBB splicing: 3.6%; Rhodamine fluor: inactive; TexasRed autofl: inactive; Tau filament bind: 7%; ERK AVP inh: -5%; DNA Pol III inh: -2%; Hsp90 Hop PPI: -3%; Luciferase inh: 1%[11.4 µM]; HADH2 inh: 1%; ALOX15 inhib: -3%; CRE Fsk mod: 26%

How did CCOC(=O)N1CCN(C(=O)CS(=O)(=O)c2cn(Cc3cccc(F)c3)c3ccccc23)CC1 do in these assays?
HBB splicing: 0.7%; Rhodamine fluor: inactive; TexasRed autofl: inactive; Tau filament bind: 9%; ERK AVP inh: 14%; DNA Pol III inh: -2%; Hsp90 Hop PPI: -5%; Luciferase inh: 1%; HADH2 inh: 1%; ALOX15 inhib: -2%; CRE Fsk mod: 1%

Results for Cn1ncc2c1ncn1nc(CCc3ccccc3)nc21 ?
HBB splicing: 0.6%[0.369 µM]; Rhodamine fluor: inactive; TexasRed autofl: inactive; Tau filament bind: -2%; ERK AVP inh: -16%; DNA Pol III inh: 3%; Hsp90 Hop PPI: 0%; Luciferase inh: -1%; HADH2 inh: 4%; ALOX15 inhib: 7%; CRE Fsk mod: 5%

How did O=C1CC(Nc2ccc(N3CCOCC3)cc2)C(=O)N1c1cccc(C(F)(F)F)c1 (stereo not given) do in these assays?
HBB splicing: -0.8%; Tau filament bind: -11%; DNA Pol III inh: -8%; Hsp90 Hop PPI: -10%; Luciferase inh: 0%; HADH2 inh: inconclusive; ALOX15 inhib: inconclusive; CRE Fsk mod: 0%

What do the screens show for `O=C(CCS(=O)(=O)Cc1ccccc1)NC1CCCCC1`?
HBB splicing: 0.2%; Rhodamine fluor: inactive; TexasRed autofl: inactive; Tau filament bind: -3%; ERK AVP inh: -7%; DNA Pol III inh: 1%; Hsp90 Hop PPI: -3%; Luciferase inh: 1%; HADH2 inh: -2%; ALOX15 inhib: 3%; CRE Fsk mod: -4%

Results for COc1ccc(C(OC(=O)c2ccco2)C(=O)NCC2CCCO2)cc1 (stereo not given) ?
Rhodamine fluor: inactive; TexasRed autofl: inactive; Tau filament bind: -10%; ERK AVP inh: 22%; DNA Pol III inh: 1%; Hsp90 Hop PPI: 51%; Luciferase inh: -1%; HADH2 inh: 34%[activator]; ALOX15 inhib: 10%; CRE Fsk mod: -2%

How did O=C(C(c1ccccc1)c1ccccc1)N1CCN(CC(O)COc2ccccc2)CC1 (stereo not given) do in these assays?
HBB splicing: -0.5%[57.5 µM]; Rhodamine fluor: inactive; TexasRed autofl: inactive; Tau filament bind: -8%; ERK AVP inh: -5%; DNA Pol III inh: 6%; Hsp90 Hop PPI: -6%; Luciferase inh: -2%; HADH2 inh: 11%; ALOX15 inhib: 3%; CRE Fsk mod: -11%

How did COc1ccc(C2c3sc(=O)[nH]c3SC3C4CCC(C4)C23)cc1 (stereo not given) do in these assays?
HBB splicing: -0.8%; Rhodamine fluor: inactive; TexasRed autofl: inactive; Tau filament bind: 1%; ERK AVP inh: -14%; DNA Pol III inh: -3%; Hsp90 Hop PPI: -9%; Luciferase inh: 1%; HADH2 inh: 1.3µM*; ALOX15 inhib: inconclusive; CRE Fsk mod: inconclusive

Results for Cc1cc2c(c(=O)n1CCN(C)C)C(c1ccncc1)C(C#N)=C(N)O2 (stereo not given) ?
HBB splicing: 5.1%[1.84 µM]; Rhodamine fluor: inactive; TexasRed autofl: inactive; Tau filament bind: 6%; ERK AVP inh: 13%; DNA Pol III inh: -1%; Hsp90 Hop PPI: 0%; Luciferase inh: 3%; HADH2 inh: 18%; ALOX15 inhib: -9%; CRE Fsk mod: inconclusive

Results for O=C1CN2C(=Nc3ccc(Cl)cc3C2c2ccccc2)CN1 (stereo not given) ?
HBB splicing: -0.1%; Rhodamine fluor: inactive; TexasRed autofl: inactive; Tau filament bind: 3%; ERK AVP inh: -11%; DNA Pol III inh: -1%; Hsp90 Hop PPI: -2%; Luciferase inh: -2%; HADH2 inh: 6%; ALOX15 inhib: -10%; CRE Fsk mod: inconclusive

What do the screens show for `CC1(C)Cc2c(sc3c2c(=O)n(Cc2ccccc2)c2nncn32)CO1`?
Rhodamine fluor: inactive; TexasRed autofl: inactive; Tau filament bind: -7%; ERK AVP inh: -10%; DNA Pol III inh: -3%; Hsp90 Hop PPI: -7%; Luciferase inh: 2%; HADH2 inh: -5%; ALOX15 inhib: 3%; CRE Fsk mod: 10%

What do the screens show for `COc1ccccc1C(=O)N1CCN(C(=O)c2ccncc2)CC1`?
HBB splicing: 2.7%; Tau filament bind: 0%; ERK AVP inh: 7%; DNA Pol III inh: -5%; Hsp90 Hop PPI: -2%; Luciferase inh: 1%; HADH2 inh: -1%; ALOX15 inhib: -5%; CRE Fsk mod: -1%

Results for CC(C)Cn1c(=O)c(C(=O)NCc2ccccn2)c(O)c2ccccc21 ?
HBB splicing: -0.1%[0.369 µM]; Rhodamine fluor: inactive; TexasRed autofl: inactive; Tau filament bind: -3%; ERK AVP inh: -5%; DNA Pol III inh: 4%; Hsp90 Hop PPI: -1%; Luciferase inh: 3%; HADH2 inh: -5%; ALOX15 inhib: -21%; CRE Fsk mod: inconclusive

How did CC(C)(C)NC(=O)[C@@H]1C[C@H]2CCCC[C@@H]2CN1C[C@H](O)[C@H](Cc1ccccc1)NC(=O)[C@@H](CC(N)=O)NC(=O)c1ccc2ccccc2n1 do in these assays?
HBB splicing: 2.6%[20.6 µM]; Rhodamine fluor: inactive; TexasRed autofl: inactive; Tau filament bind: -23%[25.6 µM]; ERK AVP inh: -4%[25.7 µM]; DNA Pol III inh: 2%[25.6 µM]; Hsp90 Hop PPI: 0%[26 µM]; Luciferase inh: 4%[25.5 µM]; HADH2 inh: 7%[25.6 µM]; ALOX15 inhib: -3%[25.6 µM]; CRE Fsk mod: -11%[17.1 µM]

Screening results deposited in PubChem by National Center for Advancing Translational Sciences (NCATS).
